Bioassay records deposited in PubChem by several laboratories.
KKLEB cytotox = counter-screen for CF NF-kB inhibitors: cytotoxicity | KKLEB CF airway cells viability, ATPlite luminescence, overnight; hits give low values; cells stimulated with P. aeruginosa culture filtrate | activity change (cytotoxicity), % at 5 µM | hit rate 0.36% among 360,000 | AID 602141;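 active means corrected activity change at or below -50% at 5 µM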
Shn3 inh set2 = Schnurri-3 reporter inhibition in Clone20 osteoblasts; Clone20 osteoblast Shn3 3'UTR firefly luciferase, 24 h; inhibition, % at 12.5 µM; hit rate 0.52% among 360,000; AID 588674;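 active means mean inhibition of at least 75% with every replicate also reaching 75%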;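 further: 0% = median of neutral control wells and 100% = pilot-screen positive control compound; some compounds past the cut are filed as inactive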
Peg3 prom inh = inhibitors of Peg3 promoter; HeLa PEG-Prom luciferase reporter, luminescence, overnight; inhibition, % at 20 µM; hit rate 1.7% among 360,000;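 active means inhibition of at least 50% at 20 µM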
Vif imaging = HIV Vif inhibition; HEK293T cells, Vif self-association by quenched fluorescence, imaging, 24 h; AID 602346; inhibition, % at 7.49 µM; hit rate 0.35% among 340,000; in the data active means inhibition above about 50%, passing the limit was not always enough; further: some results filed as inactive read as strong as hits
HIF-2a inh = inhibitors of HIF-2a; 786-0 RCC cells HIF-2a reporter, luciferase luminescence, overnight; inhibition, % at 18.8 µM; hit rate 0.72% among 360,000; AID 624352;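 active means inhibition of the luminescence signal of 40% or more relative to plate controls, in a single-dose primary screen at 18.75 µM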
CaV13 ICDI inh = Primary screen for inhibitors of IQ motif and Ca2+-dependent inactivation inhibitor domain binding in CACNA1D, Förster resonance energy transfer in living cells, …; HEK cells, CFP/YFP FRET ICDI-IQ, plate reader, 10 min; percent FRET-ratio fall versus neutral wells; inhibition, % at 12.3 µM; hit rate 0.098% among 340,000; AID 743397;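 active means mean replicate inhibition of at least 30% and at least 1% of replicates passing that level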;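 further: 0% = median of the neutral control wells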
NR2E3 ag-1 = agonists of human NR2E3 nuclear receptor. Q9Y5X4. CHO-S Gal4-NCOR/VP16-NR2E3 two-hybrid, luciferase. inhibition of corepressor binding, % at 3.98 µM. hit rate 0.35% among 360,000. AID 602229;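 active means inhibition above the mean of all tested compounds plus 3 SD, cut at about 70% in these data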;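 further: 0% = DMSO with NR2E3 transfected cells and 100% = cells lacking NR2E3 construct; higher means lower luciferase signal from less NR2E3 corepressor binding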
Target sequence (Q9Y5X4 whole entry, looked up, the tested form may be a part): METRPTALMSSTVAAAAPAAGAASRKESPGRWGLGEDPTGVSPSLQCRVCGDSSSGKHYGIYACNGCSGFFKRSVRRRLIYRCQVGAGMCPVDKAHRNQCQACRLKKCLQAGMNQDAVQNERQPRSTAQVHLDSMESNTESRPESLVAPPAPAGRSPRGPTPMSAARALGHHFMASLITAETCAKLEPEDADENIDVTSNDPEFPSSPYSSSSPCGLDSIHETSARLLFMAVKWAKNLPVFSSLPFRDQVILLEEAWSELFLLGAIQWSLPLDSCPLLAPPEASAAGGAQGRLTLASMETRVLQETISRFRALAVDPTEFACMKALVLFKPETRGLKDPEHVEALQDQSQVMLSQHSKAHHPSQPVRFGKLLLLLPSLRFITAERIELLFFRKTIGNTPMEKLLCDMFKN
PDI turbidity = inhibitors of human protein disulfide isomerase; P07237; PDI insulin aggregation turbidity, A650, 90 min; inhibition, % at 10 µM; hit rate 0.052% among 350,000; AID 588391;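 active means mean inhibition across replicates of 30% or more, whatever share of single replicates reach that level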;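 further: absorbance from insulin aggregation driven by PDI reduction with DTT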
Target sequence (P07237 whole entry, looked up): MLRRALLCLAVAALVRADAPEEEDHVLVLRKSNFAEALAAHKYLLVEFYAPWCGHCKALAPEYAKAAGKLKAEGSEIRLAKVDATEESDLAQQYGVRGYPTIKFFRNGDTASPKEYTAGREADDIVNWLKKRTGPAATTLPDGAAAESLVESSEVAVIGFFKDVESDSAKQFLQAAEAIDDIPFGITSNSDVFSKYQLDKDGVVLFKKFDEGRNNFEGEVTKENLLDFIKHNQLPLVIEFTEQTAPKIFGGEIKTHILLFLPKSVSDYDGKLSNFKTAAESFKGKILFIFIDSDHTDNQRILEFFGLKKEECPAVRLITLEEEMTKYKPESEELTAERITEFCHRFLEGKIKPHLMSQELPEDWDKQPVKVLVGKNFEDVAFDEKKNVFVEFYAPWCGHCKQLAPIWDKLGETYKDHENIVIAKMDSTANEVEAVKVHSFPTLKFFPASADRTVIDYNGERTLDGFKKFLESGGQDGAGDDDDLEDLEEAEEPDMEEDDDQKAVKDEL
NR2E3 ag-2 = agonists of human nuclear receptor NR2E3 | inhibition of corepressor binding, % at 4.78 µM | hit rate 0.12% among 320,000 | AID 2300 | Q9Y5X4 | GST-NR2E3/biotin-RetCOR TR-FRET, 1536-well;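 active means percent inhibition above the cutoff of mean plus 3 SD of all tested compounds, set per screening campaign, cut at about 20% in these data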;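 further: 0% = DMSO wells and 100% = biotin wells as full block of FRET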
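system = GST-tagged NR2E3 plus biotinylated RetCOR corepressor | input = 1.35 nM GST-NR2E3 | also added = 7 nM biotin-RetCOR | schedule = 5 h incubation at 4 °C | measured by = TR-FRET with europium anti-GST and streptavidin-D2, 340 nm excitation | read-out = percent loss of FRET ratio relative to control wells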
CF NFkB block = blocks PAF-induced NF-kB reporter in cystic fibrosis cells. AID 588850. inhibition, % at 5 µM. hit rate 0.86% among 360,000. KKLEB NF-kB-GFP reporter, GFP fluorescence overnight;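 active means at least 50% inhibition at 5 µM, scaled per plate between neutral and stimulator controls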;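 further: PAF is a Pseudomonas aeruginosa culture filtrate used as stimulus; plate controls were PAF-stimulated DMSO wells for no effect and unstimulated DMSO wells for full effect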
MITF TRPM1 inh = MITF TRPM1 promoter inhibition in SK-MEL-5 cells. SK-MEL-5 TRPM1 promoter luciferase, 24 h. inhibition, % at 12.5 µM. hit rate 0.83% among 330,000;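 active means mean inhibition across replicates of 60% or more, whatever share of single replicates reaches that level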; further: values of inactives mirror those of a sister screen read the other way
Numbers without * were called inactive; / = no result given.

SMILES	KKLEB cytotox	Shn3 inh set2	Peg3 prom inh	Vif imaging	HIF-2a inh	CaV13 ICDI inh	NR2E3 ag-1	PDI turbidity	NR2E3 ag-2	CF NFkB block	MITF TRPM1 inh
COc1ccccc1C1/C(=C(/O)c2ccc(OC(C)C)cc2)C(=O)C(=O)N1c1cc(C)on1 (configuration not stated)	2	8	3	-14	6	-4	-5	-17	-1	3	11
O=C(COC(=O)C12CC3CC(CC(O)(C3)C1)C2)Nc1ccccc1OC(F)F	-6	6	10	-8	4	-4	-26	0	-2	6	-9
COc1cc(OC)cc(-c2c(-c3cccs3)c3cc(-c4cc(OC)c(OC)c(OC)c4)ccc3n2C)c1	-2	9	-6	7	16	-6	-26	-8	/	24	5
CCCn1nc2cc(C(=O)NCc3ccc(C)cc3)ccc2c1OC	3	-3	-10	-1	-15	-5	-1	0	2	10	/
O=C(NNS(=O)(=O)c1ccc2ccccc2c1)c1cccnc1	9	-20	12	-14	14	-6	-12	-1	-2	2	-1
Cc1nc2c(C)cccn2c1/C(O)=C1\C(=O)C(=O)N(CCN(C)C)C1c1ccccc1 (configuration not stated)	-2	6	19	11	13	-1	-25	6	1	8	-1
N#CCc1c[nH]c2ccc([N+](=O)[O-])cc12	13	71	6	4	21	-6	-36	16	/	-12	-5
C#CCOC(=O)c1csc2nnsc12	5	-13	10	-2	18	-4	-12	0	-2	-25	10
O=C(O)C1=C(C2CCCCC2)C(=O)c2ccccc21	17	0	10	4	10	-11	-3	4	/	-34	-1
CC1=C(C(N)=O)C(c2ccccc2F)NC(=O)N1 (configuration not stated)	-2	/	3	/	4	/	-11	1	0	7	-4
O=C(COC(=O)c1cccc(Cl)c1)NC1CCS(=O)(=O)C1 (configuration not stated)	-1	-10	-2	-7	5	-2	-2	2	2	9	0
Cc1cccc(C(C)C)c1NC(=O)COC(=O)CCC(=O)N(CC(C)C)c1c(N)n(CC(C)C)c(=O)[nH]c1=O	20	-12	-15	10	7	-5	23	7	/	0	/
CCOC(=O)CNC(=O)CSc1ccc(-c2nc3ccccc3[nH]2)cn1	1	12	-8	10	9	0	-9	5	0	9	-14
CCc1cc2c(N[C@@H](C)C(=O)O)ncnc2s1	0	-6	4	/	9	-5	-7	10	3	0	7
COc1cccc(CC(=O)Nc2ccccc2N2CCCC2)c1	11	5	3	/	6	/	-11	4	-4	15	-3
CC(C)c1ccc(C(C)NC(=S)NC2CCCCC2)cc1 (configuration not stated)	8	45	31	/	2	-8	50	-6	/	22	4
CCCCOc1ccc2ccccc2c1C=O	-3	-31	-154	18	-155	-4	-6	5	1	0	-59
O=C(CN1C(=O)c2ccccc2C1=O)NCC(=O)OCC(=O)c1ccc(Br)cc1	-2	8	12	/	-1	-4	-22	3	-2	-6	-2
N#C/C(=C\c1ccccc1[N+](=O)[O-])c1nc(C2CC2)cs1	0	-24	-123	-7	-150	-4	-99	-17	-6	0	-6
COc1ccc(CN(Cc2cccn2C)S(=O)(=O)c2ccccc2)cc1	-11	-61	10	-7	8	-5	-7	3	0	3	5
COc1ccc(N(CC(=O)Nc2ccc(OC)c(Cl)c2)S(=O)(=O)c2c(C)noc2C)cc1	-3	27	21	-1	24	-5	-39	0	-1	5	3
Cc1cccc(CCNC(=O)C2CCN(S(=O)(=O)c3ccccc3)CC2)c1	-5	5	2	-1	-3	8	-16	-2	5	0	-7
COc1ccc(OC)c(NC(=O)COC(=O)c2n[nH]c3ccccc23)c1	-15	9	23	-9	18	-2	-13	1	3	-8	18
Cc1ccc2nc(SCC(=O)N(CC(C)C)c3c(N)n(CC(C)C)c(=O)[nH]c3=O)[nH]c2c1	4	-7	2	6	8	-3	-15	6	-1	0	12
CC(NCC(=O)Nc1ccccc1C(=O)NC1CC1)c1cccc(Cl)c1 (configuration not stated)	2	14	18	-6	7	-5	-7	5	/	-4	10

The list goes on; it opens with the four that closed the last part.
SMILES	KKLEB cytotox	Shn3 inh set2	Peg3 prom inh	Vif imaging	HIF-2a inh	CaV13 ICDI inh	NR2E3 ag-1	PDI turbidity	NR2E3 ag-2	CF NFkB block	MITF TRPM1 inh
Cc1cccc(CCNC(=O)C2CCN(S(=O)(=O)c3ccccc3)CC2)c1	-5	5	2	-1	-3	8	-16	-2	5	0	-7
COc1ccc(OC)c(NC(=O)COC(=O)c2n[nH]c3ccccc23)c1	-15	9	23	-9	18	-2	-13	1	3	-8	18
Cc1ccc2nc(SCC(=O)N(CC(C)C)c3c(N)n(CC(C)C)c(=O)[nH]c3=O)[nH]c2c1	4	-7	2	6	8	-3	-15	6	-1	0	12
CC(NCC(=O)Nc1ccccc1C(=O)NC1CC1)c1cccc(Cl)c1 (configuration not stated)	2	14	18	-6	7	-5	-7	5	/	-4	10
S=c1nc(NCc2cccc(Cl)c2)c2ccccc2[nH]1	-5	17	19	1	15	-21	13	-4	1	-7	6
O=C(NC1CCCCC1)C(c1ccco1)N(C(=O)C(F)(F)F)C1CC1 (configuration not stated)	9	5	3	-5	8	-4	-3	-6	-1	-9	-3
CCOc1ccc(NC(=O)CSc2nnc(CNC(=O)c3cccs3)o2)cc1	-1	-15	-8	-2	3	-2	-40	5	-3	-2	8
COc1ccc(S(=O)(=O)N2CCCCC2)cc1NC(=O)CNc1ccccc1N1CCCC1=O	-3	-13	11	-9	9	-5	-20	3	-2	11	2
CN(C)CC1CCC/C(=C/c2ccc(Cl)cc2)C1=O (configuration not stated)	10	6	96*	-5	1	-7	-8	2	/	-14	81*
CSCC[C@H](NC(=O)N1CCn2c1nc1ccccc12)C(=O)NCc1ccc(C)cc1	6	19	5	-5	7	-15	28	-2	2	7	11
CCCCN(C1CCS(=O)(=O)C1)S(=O)(=O)c1ccc(C(C)C)cc1 (configuration not stated)	-5	-5	7	-5	3	-7	37	-3	3	3	-9
O=C1CCCc2nc(N3CCc4ccccc43)ncc21	-10	-48	-226	/	-306	-8	-148	4	-1	-6	-29
Cc1c(C(=O)N2CCNCC2)oc2ccccc12	-10	9	6	10	4	-14	-23	12	/	11	4
Cc1ccc(CNC(=O)C(Cc2ccccc2)NS(=O)(=O)c2cccs2)cc1 (configuration not stated)	10	8	23	-6	0	-4	-21	-11	3	-4	11
CCOC(=O)c1nc(-c2ccc3c(c2)OCO3)[nH]c1C	5	-28	-76	/	-132	-3	-51	/	1	-26	-27
CCCC(=O)N1CCN(Cc2ccc3c(c2)OCO3)CC1	2	-9	-9	-5	4	-4	14	-10	2	-18	-11
CC(C)c1ccc(NC(=O)CCCN2C(=O)NC(C)(C)C2=O)cc1	3	0	11	7	5	-6	-1	-7	0	6	-5
CCOc1cc(N2CCOCC2)c(OCC)cc1NC(=O)COC(=O)c1ccc(Cl)nc1	20	-32	1	7	7	-5	4	-1	/	-14	10
COc1ccccc1CN(C)C(=O)COC(=O)c1c(C)noc1C	2	-5	0	-1	13	-6	15	8	/	-21	15
Cc1ccc2c(c1)nnn2C1CCN(S(=O)(=O)c2ccc(C(=O)NC3CCCC3)cc2)CC1	5	51	36	-11	17	-4	14	-7	0	-3	24
CCCN1CCN(CC(O)COC(c2ccc(OC)cc2)c2ccc(OC)cc2)CC1 (configuration not stated)	0	-68	0	-4	6	-5	-27	-17	-2	-3	-4
CC1CN(c2ccccc2)c2nc3c(c(=O)[nH]c(=O)n3C)n2C1 (configuration not stated)	-7	13	7	-3	15	-4	15	7	0	19	-10
CCOc1cccc2c1OC(c1cc(OC)c(OC)c(OC)c1)N1N=C(c3ccc(C)o3)CC21 (configuration not stated)	3	-103	-269	-12	-169	/	-105	4	0	-24	-48
O=C(NC(=S)NCc1ccco1)c1ccc([N+](=O)[O-])cc1	-10	-9	-20	-1	-25	-5	-38	17	/	1	6
O=C(CSc1nnnn1C1CC2C=CC1C2)Nc1ccc(C(=O)O)cc1 (configuration not stated)	-7	0	11	4	5	-4	-52	-4	-2	11	-2
CSc1nc(N)nc(SCC(=O)c2ccccc2)c1C#N	-2	-22	-155	-21	-190	/	-65	3	4	12	-53
Cc1ccc(NC(=O)CCn2nc(C)cc2C)c(C)c1	5	-9	-14	0	0	-5	-7	-7	1	-4	-9
CCOC(=O)N(C)c1c(CC)nc2c(OCc3ccc(F)c(F)c3)cccn12	-8	9	12	1	5	-5	-5	8	/	-1	/
O=C(CN1C(=O)C2C3c4ccccc4C(c4ccccc43)C2C1=O)Nc1ccccc1C(=O)O (configuration not stated)	-6	9	12	8	23	-1	-11	-7	-1	-17	-11

Going on with the list:
SMILES	KKLEB cytotox	Shn3 inh set2	Peg3 prom inh	Vif imaging	HIF-2a inh	CaV13 ICDI inh	NR2E3 ag-1	PDI turbidity	NR2E3 ag-2	CF NFkB block	MITF TRPM1 inh
CCOC(=O)c1cc(=O)n2[nH]c(-c3ccc(C)cc3)cc2n1	-5	4	-22	-4	-22	/	-18	4	1	-3	-1
COc1ccccc1CN(Cc1cc2cc3c(cc2[nH]c1=O)OCCO3)Cc1nnnn1Cc1ccco1	-6	1	4	9	-3	-20	2	3	4	-2	8
O[C@H]1CN(Cc2cccs2)[C@@H](c2ccccc2)C[C@@H]1n1cc(-c2ccc(F)cc2)nn1	-5	-13	41	3	12	-3	-12	9	/	-2	/
Cn1c(=O)c2[nH]c(COc3ccc(C(C)(C)C)cc3)nc2n(C)c1=O	-14	54	31	0	11	/	69	-6	2	1	18
Cc1cccc(C(=O)OCC(=O)NC(C)C2CC3CCC2C3)c1O (configuration not stated)	-9	-7	5	12	7	-6	-3	-1	/	-10	-6
CC(=O)Nc1ccc(C(=O)NC(CC(=O)O)c2ccc(Cl)cc2)cc1 (configuration not stated)	7	3	15	1	30	-9	14	9	2	7	1
CC(C)(C)c1ccc(C(=O)CCC(=O)NCc2ccccc2)cc1	-1	-2	4	20	-4	-3	-41	-4	3	16	7
Cc1ncc(CO)c(/C=N/NC(=S)Nc2ccc(Cl)c(Cl)c2)c1O	11	6	4	-11	13	-5	5	2	-2	-5	12
COc1cc(OC)cc(/C(N)=N/O)c1	-1	-26	1	17	18	3	0	0	1	0	0
[2H]c1c([2H])c([2H])c(-c2nc(N3CCCCCC3)sc2C(=O)c2ccccc2)c([2H])c1[2H]	-10	19	0	-12	-14	0	-24	-7	-1	14	4
COCCCNC(=O)Cn1ncc2ccsc2c1=O	1	1	-1	-1	-3	-8	-17	/	3	-4	-3
O=c1ccn([C@@H]2O[C@H](CNCc3cccn3-c3ccncc3)[C@@H](O)[C@H]2O)c(=O)[nH]1	-12	-10	12	2	-9	-4	19	/	/	-25	/
CCS(=O)(=O)N1Cc2ccccc2CC1C(=O)Nc1ncc(C)s1 (configuration not stated)	-10	-77	-182	-6	-204	-4	-62	-1	-3	18	-22
CCOc1ccc(-n2nnc3c(=O)n(CC(=O)NCc4ccco4)cnc32)cc1	-14	13	-1	-10	7	-2	-1	9	-1	4	2
Cc1sc(NC(=S)NC(=O)c2ccco2)c(C(N)=O)c1C	0	-3	-197	-3	-122	-5	-65	1	-6	2	-32
O=C(O)Cc1csc(-c2ccccc2)n1	3	-6	-85	2	-69	-4	8	-3	6	3	-20
